ERAP1 inh – human ERAP1 aminopeptidase inhibitors, primary screen, biochemical, single point, plate reader | Endoplasmic reticulum aminopeptidase 1 (Homo sapiens), Q9NZ08 | recombinant ERAP1, Leu-AMC fluorescence, 60 min | inhibition, % at 10.7 µM | hit rate 0.15% among 340,000;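 active = mean replicate inhibition of at least 30%, or all replicates individually reaching that 30% level; inactive = mean below 30% and not every replicate reaching it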;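 note: 0% = neutral control wells and 100% = L-leucinethiol positive control wells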
RAD54 branch – inhibitors of human RAD54 branch migration, primary screen, biochemical, fluorescence, single point; DNA repair and recombination protein RAD54-like (Homo sapiens), Q92698; RAD54 Holliday junction branch migration, FAM/BHQ fluorescence; inhibition, % at 10.4 µM; hit rate 0.14% among 360,000;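 active = mean normalized replicate activity at least 40 and at least half of replicates scoring 40 or more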;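 note: 0% = median of neutral control wells and 100% = median of positive control wells; inhibitors cause a drop in the FAM fluorescence signal; in these data hits start at about 50%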
Target sequence (Q92698 whole entry, looked up): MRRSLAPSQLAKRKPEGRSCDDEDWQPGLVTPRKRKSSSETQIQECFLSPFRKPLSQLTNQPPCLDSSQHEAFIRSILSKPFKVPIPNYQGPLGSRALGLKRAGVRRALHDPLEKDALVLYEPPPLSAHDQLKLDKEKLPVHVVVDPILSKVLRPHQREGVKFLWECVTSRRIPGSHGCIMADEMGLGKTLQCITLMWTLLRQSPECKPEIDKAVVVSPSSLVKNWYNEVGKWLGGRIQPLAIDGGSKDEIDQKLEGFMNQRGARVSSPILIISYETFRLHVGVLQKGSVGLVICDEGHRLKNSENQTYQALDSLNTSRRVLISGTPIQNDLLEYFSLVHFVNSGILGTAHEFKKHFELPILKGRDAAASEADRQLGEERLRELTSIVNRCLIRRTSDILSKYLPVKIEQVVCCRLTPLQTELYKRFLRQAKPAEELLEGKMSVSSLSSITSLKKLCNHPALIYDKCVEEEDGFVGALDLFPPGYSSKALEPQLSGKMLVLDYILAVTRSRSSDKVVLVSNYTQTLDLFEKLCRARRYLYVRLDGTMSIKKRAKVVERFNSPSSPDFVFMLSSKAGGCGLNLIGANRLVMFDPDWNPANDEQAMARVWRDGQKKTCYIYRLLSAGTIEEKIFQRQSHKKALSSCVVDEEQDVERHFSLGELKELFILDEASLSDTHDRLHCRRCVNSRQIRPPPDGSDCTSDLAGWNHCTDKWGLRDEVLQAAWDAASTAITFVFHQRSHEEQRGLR
RAD52 inh – RAD52 DNA annealing inhibitors, primary screen, biochemical, FRET, single point, set 2. DNA repair protein RAD52 homolog (Homo sapiens), P43351. recombinant RAD52 DNA annealing, FRET fluorescence. inhibition, % at 18.7 µM. hit rate 0.46% among 360,000. AID 651710, 2012;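 active = every replicate showing at least 50% inhibition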
PglD DTNB – C. jejuni PglD acetyltransferase inhibitors, primary screen, biochemical, DTNB colorimetric, single point; purified PglD enzyme, DTNB colorimetric CoA detection; inhibition, % at 12.5 µM; hit rate 0.098% among 360,000; in the data active = inhibition above about 16%, passing the limit was not always enough; note: strong numbers were not always called active
miR-122 sensor – miR-122 Renilla sensor signal increase in Huh7, primary screen, miR-122 inhibitor project, cell-based, single point, plate reader. activation (reporter increase), % at 12.5 µM. hit rate 0.3% among 340,000. Huh7 miR-122 Renilla luciferase sensor, 48 h; neutral wells = 0, positive control = 100;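 active = mean replicate activation score at least 90 and every replicate individually at or above 90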;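 note: higher luciferase means less miR-122 activity so hits act as miR-122 inhibitors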
Cneo AK release – Cryptococcus neoformans cell lysis inducers, primary screen, AK release luminescence, single concentration; C. neoformans lysis, adenylate kinase release luminescence, 4 h; normalised: neutral wells 0, clomiphene wells 100; lysis activity, % at 15 µM; hit rate 0.2% among 360,000; AID 651654, 2012;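 active = mean lysis activity across replicates of at least 80%, whatever share of replicates individually reach that level; inactive = mean lysis activity below 80%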
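read-out = cell lysis signal | test system = log-phase Cryptococcus neoformans yeast cells | input = cells at 5 × 10^6 per mL | medium = fresh YPD growth medium | signal = luminescent adenylate kinase detection reagent | timing = 4 h at 37 °C static, read 1 h later | dosing = single dose | controls = Clomiphene as positive lysis control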
E-sel inducer – E-selectin induction in HUVECs, primary screen, imaging, HUVEC, immunofluorescence imaging, single point. AID 686992, 2013. P16581. activation, % at 7.58 µM. normalized: neutral wells 0, TNF-alpha wells 100. hit rate 0.37% among 260,000;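 active = mean E-selectin-positive cell signal at least 10% of the positive control, reached in at least 60% of replicates, without over 20% cell loss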;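 note: in these data hits start at about 27%; measured in HUVEC primary endothelial cells; signal is the percent of cells scored E-selectin positive by PE staining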
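Read-out basis: % PE-positive cells; Test system: HUVEC primary endothelial cells; Technique: immunofluorescence imaging; Dosing: single-point compound dose.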
PGC1a acetyl inh – inhibitors of PGC1a acetylation signal, primary screen, cell-based, U2OS, AlphaScreen, inhibitor mode | inhibition, % at 15.6 µM | hit rate 0.17% among 350,000 | AlphaScreen anti-acetyl-lysine; with virally co-expressed GCN5 acetyltransferase | AID 651687, 2012;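 active = every replicate shows inhibition of at least 40%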;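 note: 0% = neutral control wells and 100% = positive control wells; some results beyond the cut were filed as inactive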
An asterisk follows results filed as active; · = no result given; [ ] = another dose, or the depositor's remark.

Each structure is followed by: ERAP1 inh	RAD54 branch	RAD52 inh	PglD DTNB	miR-122 sensor	Cneo AK release	E-sel inducer	PGC1a acetyl inh
> CC(=O)NC[C@H]1[C@H](c2ccc(-c3cccnc3)cc2)[C@@H](CO)N1C(=O)C1CC1
→ -2.2	2.9	-14.5	4.7	-14.3[16.7 µM]	6.3	0.0	-9.3
> COc1ccc(NC(=O)c2ccc3ncsc3c2)c2ccccc12
→ 0.9	-6.6	-1.1	-3.9	-3.1	0.8	·	1.8
> CCOC(=O)C(/C(C)=N/NC(=O)c1ccccc1[N+](=O)[O-])C(C)C (stereo not given)
→ ·	5.5	·	-4.7	-4.2	-6.1	·	-0.2
> O=C(c1ccc(S(=O)(=O)N2CCOCC2)cc1)N1CCN(C2=NS(=O)(=O)c3ccccc32)CC1
→ ·	-9.0	·	2.9	·	3.9	·	26.2
> O=C(COC(=O)C1CC(=O)N(c2ccc3c(c2)OCCO3)C1)Nc1ccc2c(c1)CCC2 (stereo not given)
→ ·	-6.2	·	1.0	-3.3	-1.3	·	4.4
> O=C(NCc1ccccc1)[C@H]1[C@H](CO)[C@H]2Cn3c(cccc3=O)[C@@H]1N2C(=O)CC1CC1
→ 1.9	10.2	-0.2	-1.7	8.9[16.7 µM]	-3.8	0.2	8.4
> C[C@@H]1CN([C@H](C)CO)C(=O)Cc2cc(NS(C)(=O)=O)ccc2O[C@H]1CN(C)Cc1ccncc1
→ 2.8	-2.1	-2.1	-1.0	-1.9[16.7 µM]	-2.7	-13.6	4.9
> COc1ccc(NS(=O)(=O)c2ccc(C)c(C(=O)NCCCn3ccnc3)c2)cc1
→ 0.3	13.5	-50.5	0.1	3.0	-0.8	·	·
> COC(=O)CSC1=C(C#N)C(c2ccc(C(C)C)cc2)CC(=O)N1 (stereo not given)
→ -2.4	4.9	-14.8	0.5	1.3	-1.3	3.1	-54.7
> COc1ccc(C(=O)NCC(=O)OCC(=O)Nc2cc([N+](=O)[O-])ccc2F)cc1
→ -3.7	3.9	-13.2	0.1	·	-0.4	0.8	-8.5
> CN1CCN(c2ccccc2NC(=O)c2ccc(F)cc2)CC1
→ -1.2	·	-3.5	·	·	·	-0.1	-1.5
> CCOCCCNCC(=O)Nc1ccccc1N1CCOCC1
→ ·	14.6	·	4.0	1.2	-1.0	·	-11.2
> CC(C)(C)c1ccccc1NC(=O)c1ccco1
→ ·	-0.5	·	-1.2	-3.5	0.4	·	-1.5
> CC(=O)N1CC(=O)N2[C@H](C1)[C@@H](c1ccc(C#CC(C)C)cc1)[C@@H]2CO
→ -6.0	·	-1.8	·	·	·	0.3	9.9
> O=C(CCc1nnc(CCCCc2ccccc2)o1)N1CCCCC1CCO (stereo not given)
→ ·	-2.7	-5.5	1.2	-1.9	5.3	5.1	1.0
> Cc1cc(C)nc(Nc2nc(-c3ccccc3)cs2)n1
→ -2.4	-2.5	-2.9	-3.6	4.6	-7.7	·	-15.1
> CN(C(=O)Cc1ccccc1)n1cnnc1
→ ·	1.4	·	0.5	-17.7	-3.7	·	·
> CC(C)(C)n1nnnc1C(c1ccccc1OC(F)(F)F)N1CCN(C/C=C/c2ccccc2)CC1 (stereo not given)
→ 0.2	-2.9	-22.3	2.2	-3.4	1.3	-0.2	-15.0
> COc1cccc(CC(NC(C)=O)C(=O)NC2CCN(c3nnnn3-c3ccccc3)CC2)c1OC (stereo not given)
→ 2.5	·	-5.3	·	·	·	2.4	-2.2
> CCOC(=O)C1(C)CCCN(C(=O)c2c(F)ccc(C)c2F)C1 (stereo not given)
→ -1.7	15.9	6.5	-1.0	0.7	-6.1	·	-8.9
> CC(C)C(=O)Nc1ccc(C(=O)Nc2ccc(S(=O)(=O)N3CCOCC3)cc2)cc1
→ ·	-10.3	·	-1.9	-3.7	-2.1	·	0.6
> CCOC(=O)CSc1nnc(CNC(=O)c2ccco2)n1-c1ccc(F)cc1
→ ·	-2.6	·	-4.7	-5.4	6.3	·	5.4
> CCOc1ccccc1N(CC(=O)N1CCOCC1)S(=O)(=O)c1ccccc1
→ ·	-16.5	·	0.8	70.0	-1.6	·	-9.7
> COc1ccc(NC(=O)Nc2ccc3c(c2)CC(=O)N([C@H](C)CO)C[C@H](C)[C@H](CN(C)C)O3)cc1
→ 0.6	-0.5	7.2	-1.9	-12.2[16.7 µM]	-1.6	-1.1	0.8
> C[C@@H]1CN([C@@H](C)CO)C(=O)c2cc(NS(=O)(=O)c3ccc(F)cc3)ccc2O[C@@H]1CN(C)C(=O)NC1CCCCC1
→ -3.0	-6.8	5.5	-0.2	11.3[16.7 µM]	-9.1	-4.7	0.9
> CC(=O)N(C)C[C@@H]1Oc2ncc(-c3ccccc3F)cc2C(=O)N([C@H](C)CO)C[C@H]1C
→ -0.1	9.6	0.0	-4.3	14.6[16.7 µM]	-4.7	0.1	1.4
> N#C[C@H]1[C@H](c2ccccc2)[C@H](CO)N1C(=O)C1CCCC1
→ -4.5	0.8	-2.3	3.6	·	-0.9	0.6	3.2
> CC(C)NC(=O)N(C)C[C@@H]1Oc2ncc(C3=CCCCC3)cc2C(=O)N([C@@H](C)CO)C[C@@H]1C
→ 5.6	-6.0	9.5	3.3	39.3[16.7 µM]	1.5	-0.2	-9.3
> C(=C\c1ccccc1)/CN1CCN(C(CCc2ccccc2)c2nnnn2C2CCCC2)CC1 (stereo not given)
→ ·	-0.9	25.9	-7.0	-5.2	-8.0	-0.7	-6.4
> Cc1cccc(-n2c(SCC(=O)N(C)C3CCS(=O)(=O)C3)nc3ccccc3c2=O)c1C (stereo not given)
→ 1.3	-3.6	2.0	-0.6	-1.4	1.3	-2.0	5.4

Part of the list above, reduced to RAD54 branch, Cneo AK release and E-sel inducer.
structure,RAD54 branch,Cneo AK release,E-sel inducer
CC(C)NC(=O)N(C)C[C@@H]1Oc2ncc(C3=CCCCC3)cc2C(=O)N([C@@H](C)CO)C[C@@H]1C,-6.0,1.5,-0.2
C(=C\c1ccccc1)/CN1CCN(C(CCc2ccccc2)c2nnnn2C2CCCC2)CC1 (stereo not given),-0.9,-8.0,-0.7

Other entries
Each structure is followed by: ERAP1 inh	RAD54 branch	RAD52 inh	PglD DTNB	miR-122 sensor	Cneo AK release	E-sel inducer	PGC1a acetyl inh
> COC(=O)c1cccc2c1-c1ccccc1/C2=N\NC(N)=O
→ -5.2	31.0	-5.9	6.3	-5.5	-4.9	0.3	·
> COc1cccc(NC(=S)N2CCC(NC(=O)C3CCCCC3)CC2)c1
→ 0.8	-3.9	-2.5	-3.1	-4.7	-4.5	0.0	-2.1
> COc1cccc(CNC(=O)C(=O)NCCC2CCCCN2S(=O)(=O)c2ccc(C)cc2)c1 (stereo not given)
→ 4.5	-9.1	-6.8	2.5	·	3.1	-0.5	-65.3
> CCCn1c(=O)n(C)c(=O)c2c(SCC(=O)NCc3ccco3)nc(C3CC3)nc21
→ -2.6	-1.9	-9.1	-5.2	·	4.4	·	·
> O=C(Nc1nc(=O)c2ccccc2s1)c1ccc(Cl)cc1
→ ·	-2.2	·	1.1	2.0	-5.1	·	0.7
> COc1cc2c(cc1OC)C1(CCCC1)CNC2C (stereo not given)
→ 0.5	3.4	-13.0	8.0	-4.9	-0.1	·	-5.5
> CC(C)C#Cc1ccc2c(c1)O[C@H](CN(C)C(=O)c1cccc(F)c1)[C@H](C)CN([C@@H](C)CO)S2(=O)=O
→ 0.5	-2.8	15.7	0.6	-20.9[16.7 µM]	3.8	0.1	-10.5
> Cc1nnc(NC(=O)c2ccc3ccccc3n2)s1
→ -0.4	-3.2	-13.0	-1.1	15.9	-1.4	4.2	4.6
> C[C@H]1CCCCO[C@@H](CN(C)C(=O)Nc2cccc3ccccc23)[C@@H](C)CN([C@@H](C)CO)C(=O)c2cc(NS(=O)(=O)c3cn(C)cn3)ccc2O1
→ ·	-8.8	·	-1.1	-0.8[16.7 µM]	-9.2	0.1	4.9
> C[C@@H]1CN([C@H](C)CO)C(=O)Cc2cc(NC(=O)Nc3cccc4ccccc34)ccc2O[C@H]1CN(C)Cc1ccc(Oc2ccccc2)cc1
→ -1.2	3.4	-11.4	-0.1	-2.9[16.7 µM]	2.6	·	-2.9
> CC1=C(C(=O)NC(C)CCc2ccccc2)C2(CCC(C)CC2)OC1=O (stereo not given)
→ ·	-5.4	·	-7.2	-1.2	3.4	·	1.6
> CCOc1ccc(S(=O)(=O)N2CCN(C(=O)c3cc(S(=O)(=O)N4CCOCC4)ccc3C)CC2)cc1
→ 5.1	-9.1	-8.3	-2.3	-2.8	-1.3	·	·
> CC(C)(C)c1ccc(-c2nnc(NC(=O)c3ccccc3)s2)cc1
→ ·	-17.4	·	1.1	-2.0	-1.0	·	5.5
> CN(CC(=O)Nc1ncn[nH]1)S(=O)(=O)c1ccc(Cl)cc1
→ -3.0	4.2	-7.3	-3.0	·	0.4	·	·
> C[C@H]1CN([C@@H](C)CO)C(=O)CCCn2cc(nn2)CO[C@@H]1CN(C)Cc1cccc(O)c1
→ 5.0	9.5	-17.1	0.1	15.4[16.7 µM]	-1.9	0.1	-9.5
> O=C(CCS(=O)(=O)c1cccc2nsnc12)NCc1ccccc1
→ ·	3.2	·	-6.8	48.5	0.4	·	·
> CCC1(C)Cc2c(sc3nnn(CC(=O)Nc4cccc5ccccc45)c(=O)c23)CO1 (stereo not given)
→ ·	-0.3	·	1.4	-3.9	-2.4	·	4.4
> C[C@H]1CN([C@@H](C)CO)C(=O)CCCn2nncc2CO[C@H]1CN(C)Cc1ccc(Cl)c(Cl)c1
→ -0.2	2.1	11.6	0.3	-1.4[16.7 µM]	0.4	-0.1	13.6
> O=C1NC2(NN1c1ccccc1)C1CC3CC(C1)CC2C3 (stereo not given)
→ ·	-2.0	·	-1.1	9.6	-0.8	·	-9.5
> O=C(Cn1cc2c(n1)CCCC2)NCC1CCCO1 (stereo not given)
→ 0.5	1.4	-4.8	4.3	·	-8.4	0.0	·
> O=C(Cn1nnc(-c2ccccc2)n1)NNC(=O)c1ccccc1
→ 1.5	·	7.6	·	·	·	-0.1	7.6
> CC1Cc2ccccc2N1C(=O)CN(C)CC(=O)Nc1ccc(F)cc1 (stereo not given)
→ 3.0	-1.2	-22.1	-7.4	1.6	0.5	·	-1.1
> COc1ccc(-c2ccc3c(c2)[C@@H]2[C@@H](CCN2C(=O)NC2CCCC2)[C@@H](CO)N3C)cc1
→ 2.1	·	-19.0	·	·	·	0.4	-3.8
> Cc1ccc(-c2ccccc2[C@@H]2[C@@H](CO)N(C(=O)Cc3cccnc3)[C@H]2C#N)cc1
→ 1.2	·	9.5	·	·	·	0.0	-6.3
> C/C=C/c1cnc2c(c1)C(=O)N([C@@H](C)CO)C[C@H](C)[C@H](CN(C)C(=O)c1cnccn1)O2
→ 0.5	3.8	-1.0	-0.8	-4.4[16.7 µM]	0.0	0.0	6.9
> CC(CCc1ccccc1)NS(=O)(=O)c1ccccc1 (stereo not given)
→ ·	-6.5	·	·	10.8	1.4	·	-1.1

High-throughput results deposited in PubChem by Broad Institute.
